Source: PubChem (The Scripps Research Institute Molecular Screening Center)
HTRA1 inh = HTRA1 (human) protease inhibition. AID 504803. actives 0.5% (n = 340,000). inhibition, % at 5.96 µM. recombinant HTRA1, FP-rhodamine activity-based probe, fluorescence polarization; in the data active = inhibition above about 36%;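 also: 0% = enzyme with DMSO and 100% = wells lacking enzyme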
Target sequence (Q92743 whole entry, looked up): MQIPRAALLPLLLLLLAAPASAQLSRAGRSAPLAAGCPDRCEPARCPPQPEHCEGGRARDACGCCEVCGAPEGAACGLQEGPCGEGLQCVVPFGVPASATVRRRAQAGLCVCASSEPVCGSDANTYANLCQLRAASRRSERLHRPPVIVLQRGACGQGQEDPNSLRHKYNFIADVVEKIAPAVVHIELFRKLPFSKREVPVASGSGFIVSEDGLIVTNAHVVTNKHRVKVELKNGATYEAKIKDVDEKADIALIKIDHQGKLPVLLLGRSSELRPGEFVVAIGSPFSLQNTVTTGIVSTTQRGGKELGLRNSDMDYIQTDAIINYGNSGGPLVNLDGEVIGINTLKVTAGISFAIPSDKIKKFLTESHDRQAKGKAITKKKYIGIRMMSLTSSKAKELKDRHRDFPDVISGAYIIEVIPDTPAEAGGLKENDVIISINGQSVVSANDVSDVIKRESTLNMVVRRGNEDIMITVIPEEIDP
LEDGF integ inh = blocks HIV-1 LEDGF/p75-dependent DNA integration; inhibition, % at 3.7 µM; AID 743269; actives 0.64% (n = 370,000); TR-FRET IN-LEDGF/p75 DNA integration, Eu/Cy5;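 active = inhibition above the screen-wide mean plus 3 SD, cut at about 13% in these data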;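 also: signal is the Cy5 over europium emission ratio at 671 and 618 nm; 0% = plate median of compound wells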
UHRF1 binding = UHRF1 methyl-DNA binding inhibition; Q96T88; UHRF1 binding to methylated oligo, TR-FRET; inhibition, % at 4.4 µM; actives 0.75% (n = 370,000); AID 687016; in the data active = inhibition above about 21%;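 also: UHRF1 SRA domain binding a hemimethylated CpG hairpin DNA probe; 0% = median of test compound wells and 100% = reference inhibitor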
TCR-CD3 inh = human TCR-CD3 binding inhibition. TAMRA-labeled TCR probe fluorescence, biochemical. inhibition, % at 9.4 µM. actives 0.37% (n = 360,000). AID 651800; in the data active = inhibition above about 19%;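 also: recombinant mutant TCR 2C K166C tagged with TAMRA read by polarization; 0% = receptor in buffer alone and 100% = receptor with positive control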
PG9 Ab binder = small molecules binding HIV-1 gp120 antibody PG9; inhibition, % at 6.7 µM; TR-FRET gp120-PG9 antibody binding; actives 0.43% (n = 360,000); AID 624416; in the data active = inhibition above about 8.5%
PRMT1 FP inh = PRMT1 (human) inhibition, primary screen; Q99873; recombinant PRMT1, activity-based probe fluorescence polarization; inhibition, % at 2.79 µM; actives 1.3% (n = 370,000); AID 652257;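 active = inhibition above about 21% made by adding two undisclosed values, limit read from the data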
Target sequence (Q99873 whole entry, looked up): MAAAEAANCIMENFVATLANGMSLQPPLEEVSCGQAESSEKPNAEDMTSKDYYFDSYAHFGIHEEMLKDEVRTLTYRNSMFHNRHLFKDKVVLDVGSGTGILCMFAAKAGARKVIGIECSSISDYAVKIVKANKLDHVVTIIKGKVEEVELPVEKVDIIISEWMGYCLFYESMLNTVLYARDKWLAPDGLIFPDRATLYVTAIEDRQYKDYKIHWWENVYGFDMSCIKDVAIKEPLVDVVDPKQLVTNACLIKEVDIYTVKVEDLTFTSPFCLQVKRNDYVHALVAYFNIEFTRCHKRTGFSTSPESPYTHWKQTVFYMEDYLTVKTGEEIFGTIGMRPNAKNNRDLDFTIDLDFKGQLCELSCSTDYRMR
ABHD4 inh = inhibits mouse alpha/beta hydrolase domain 4; Q8VD66; purified mABHD4, FP-Rh probe fluorescence polarization; inhibition, % at 8.92 µM; actives 0.54% (n = 370,000); AID 720543;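 active = inhibition exceeding the mean over every tested compound plus 3 SD, cut at about 30% in these data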;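 also: 0% = plate median of compound wells and 100% = S159A mutant with DMSO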
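Assay system: wild-type mouse ABHD4 protein; compound: single nominal dose of 8.92 µM, 0.89% DMSO final; schedule: 45 min + 60 min at 25 °C; measured by: FP readout, ex 525 nm / em 598 nm; evaluation: % inhibition of FP-Rh probe binding versus controls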
SIAE primary = inhibitors of human sialic acid acetylesterase SIAE; actives 0.69% (n = 370,000); SIAE FP-Rh probe binding, fluorescence polarization; Q9HAT2; inhibition, % at 9.66 µM;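 active = inhibition above a cutoff: mean of compounds within the control limits plus 3 SD of those, cut at about 17% in these data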;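 also: 0% = plate median of compound wells and 100% = probe without SIAE protein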
TDP2 inh = TDP2 (human) inhibition, absorbance primary screen | inhibition, % at 12.8 µM | recombinant TDP2, T5PNP hydrolysis, p-nitrophenol absorbance 415 nm | actives 0.34% (n = 370,000) | O95551;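 active = inhibition above the mean of all tested compounds plus 3 SD, set per campaign, cut at about 25% in these data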;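 also: 0% = DMSO with enzyme and 100% = buffer with substrate but no TDP2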
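System – recombinant human TDP2 · Amount – 120 nM TDP2 per well · Buffer or medium – Mg2+-containing Tris-HCl buffer, pH 7.5 · Reagent – T5PNP substrate, 5 mM · Dosing – 12.8 µM single point, 1% DMSO · Incubation – 2 h at 37 °C · Measured by – epi absorbance · Read-out basis – percent inhibition · Benchmarks – high control without enzyme, low control DMSO plus TDP2 · Repeats – singlicate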
Tn7 DDE FP = inhibitors of Tn7 peptide binding to human fibrin DD(E). P02675. FP displacement of FITC-Tn7 peptide from fibrin DD(E); 0% = median of compound wells per plate. inhibition, % at 8.3 µM. actives 0.13% (n = 370,000);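 active = inhibition above the mean of compounds falling within the control limits plus 3 SD of them, cut at about 14% in these data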;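 also: 0% = plate median of compound wells and 100% = 10 µM Aha-Tn7 peptide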
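Assay system: Fibrin-DD(E) protein isolated from polymerized human fibrin clots; read-out basis: percent inhibition; medium: Tris/NaCl/CaCl2 buffer, pH 7.8; signal: FP measurement; incubation: 10 min plus 3 h, room temperature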
Numbers without * were called inactive; · = no result given.

HTRA1 inh	LEDGF integ inh	UHRF1 binding	TCR-CD3 inh	PG9 Ab binder	PRMT1 FP inh	ABHD4 inh	SIAE primary	TDP2 inh	Tn7 DDE FP	mol
4.4	1.4	2.2	-4.4	-1.6	0.6	-7.5	-2.8	-17.2	-7.0	CCc1ccccc1NC(=O)CN1C(=O)c2ccccc2S1(=O)=O
-3.0	-2.7	1.6	-0.9	0.1	8.8	0.4	2.7	-6.7	4.4	CC(C)(CO)CNC(=O)CCc1nnc(-c2ccc(-c3ccccc3)cc2)o1
6.0	0.0	-1.4	2.7	-1.1	0.0	1.8	0.5	-16.4	-3.3	O=C1NCCCC1C(=O)N/N=C/c1ccccc1 (centres undefined)
-0.6	1.5	1.3	13.7	0.9	6.2	-5.9	-0.8	-8.2	4.2	C=CCn1c(SCC(=O)N2CCOCC2)nc(O)c(Cc2ccccc2)c1=O
7.5	-0.3	2.6	-2.4	1.1	0.8	-7.2	6.8	-5.4	0.8	CCOC(=O)C1=C(C)NC(=O)NC1c1cccnc1 (centres undefined)
-2.2	4.5	-0.7	6.2	-0.7	3.4	3.2	-1.9	3.2	-3.5	O=C(Cn1cnc2c(oc3ccccc32)c1=O)NCc1ccco1
3.9	7.9	-6.9	-1.1	-4.4	-4.0	-4.6	12.4	5.9	-1.0	CCOc1cc(C2C3=C(CCCC3=O)OC3=C2C(=O)CCC3)cc([N+](=O)[O-])c1O
-6.7	-2.1	-1.4	7.3	1.4	-1.2	3.7	-0.9	-5.9	9.3	CCOc1ccc(C(=O)Nc2ccccc2N2CCCC2)cc1
1.7	5.1	3.6	-5.5	-1.7	-10.7	-3.0	1.7	-19.1	4.7	C1CCc2c(c(N3CCOCC3)nc3sc4c(N5CCOCC5)nnnc4c23)C1
6.2	-3.1	1.9	-3.8	0.2	12.8	-9.8	-3.8	-10.0	1.4	CN1C(C(=O)Nc2ccccn2)=C(O)c2ccccc2S1(=O)=O
-4.0	0.2	1.9	1.7	2.9	4.7	3.7	-8.8	-0.1	1.5	Cc1cccc2c(=O)cc(C)n(CC(N)=O)c12
-7.7	-2.8	-1.6	0.4	0.0	0.0	-3.2	-3.5	-10.0	-2.7	CCOc1ccc(/C=N/NC(=O)c2nnn(-c3nonc3N)c2CN2CCC(C)CC2)cc1
-4.1	-1.2	-0.8	3.8	-1.6	1.3	1.2	2.5	3.4	0.7	Cc1ccc(Cl)cc1NC1=NC(=S)N(C(C)C)C12CCCCC2
-1.4	-3.9	1.2	6.0	0.2	-0.1	0.7	-1.4	-9.1	-5.2	Cc1nc(SCC(=O)Nc2c(C)nn(C)c2C)c2cnn(-c3ccccc3)c2n1
-0.8	2.9	0.2	-0.2	-1.6	1.5	7.8	8.2	3.2	0.9	O=C(O)c1ccc(Cn2cnc3c(=S)nc[nH]c32)cc1
1.4	-2.3	-0.1	-3.8	0.4	3.2	2.3	0.6	4.3	-5.0	COCCN1C2=C(COC(C)(C)C2)C(=S)NC1c1ccccc1 (centres undefined)
-10.5	-2.8	-2.2	-3.5	-0.3	2.6	-13.5	-4.2	-16.4	-2.6	CSc1ccc(S(=O)(=O)Nc2c(C)cccc2C)cc1
0.1	0.5	-1.7	6.0	-2.3	2.0	2.1	5.3	-3.6	-2.7	Cc1ccc(-n2c(N)c(C(=O)NCc3cccnc3)sc2=S)cc1
-4.1	0.7	-0.1	2.8	-1.0	0.0	-1.3	-10.6	-0.2	-0.8	O=C(Cn1c(=O)c2c3c(sc2n(Cc2ccccc2)c1=O)CCCC3)NCCO
5.0	3.0	1.5	-4.4	-1.4	-3.2	-0.8	0.9	-6.7	0.1	CCOc1ccc2nc(N3C(=O)/C(=C/c4ccccc4)NC3=S)sc2c1
2.8	-5.8	1.2	-5.8	0.4	4.4	3.8	-2.1	0.7	1.4	CCN(CC)S(=O)(=O)c1ccc(Cl)c(C(=O)NCc2ccco2)c1
-6.8	3.2	-1.4	-2.9	1.4	-3.3	-1.9	-1.5	10.7	-0.1	O=C1CSCC(=O)N1Cc1ccc(Cl)cc1Cl
4.2	2.3	-0.2	2.4	0.7	-1.0	-2.4	-12.3	-1.8	4.9	O=C(NC1CCCC1)c1c[nH]c2ccc(F)cc2c1=O
·	2.3	-2.6	7.1	-0.5	-6.5	-2.5	-5.2	1.5	-4.0	CC1(C(=O)NS(=O)(=O)c2ccccc2Cl)CCN1C(=O)Cc1cc(F)ccc1F (centres undefined)
2.6	-6.0	1.0	4.1	0.3	-3.1	3.8	4.8	7.6	7.0	C/C(Cl)=C\Cn1c(=O)c2c(nc3n2CCS3)n(C)c1=O
8.7	-3.6	-9.0	-3.3	-0.1	4.7	8.4	-2.2	-2.2	-1.8	Cc1ccc2oc(=O)c3cc(C(=O)N4CCN(C)CC4)sc3c2c1
0.1	2.1	-0.3	0.5	0.0	-0.8	0.5	-5.7	-11.1	-3.1	CC(C)C[C@H](NC(=O)OC(C)(C)C)C(=O)N1CCC(C(=O)O)CC1
4.2	-3.0	4.6	-2.4	-2.2	9.6	-9.2	-1.2	-20.4	2.5	O=C(Nc1ccc(F)cc1)c1ccc(Cn2cnnn2)cc1
11.1	3.7	2.9	0.2	-3.4	-7.7	1.7	-0.6	0.0	1.0	N=c1c2ccccc2nc2n1CCCCCCC2
·	-1.6	-1.8	·	·	0.3	5.8	-0.6	1.3	-7.9	C#CCNC(=O)C[C@H]1C(=O)N(CCCOC)C2=CCCC[C@@]21C(=O)OCC
-16.5	0.1	-4.1	3.5	0.9	-0.8	-7.1	-3.0	1.1	0.6	O=[N+]([O-])c1ccc(NCCCNS(=O)(=O)c2ccccc2)c(Cl)c1
-4.6	3.9	-15.0	13.2	-1.0	-0.7	2.1	3.6	-7.5	-4.7	CC1CC(C)CN(c2cc(N(C)CCO)c([N+](=O)[O-])c3nonc23)C1 (centres undefined)
-29.7	-3.6	1.5	-2.6	-1.6	3.9	-7.7	-0.7	-2.3	2.3	O=C(NC1CCCC1)C(c1ccsc1)N(Cc1ccccc1)C(=O)Cc1cccs1 (centres undefined)
·	2.9	-0.7	-2.8	-0.1	-7.2	-1.9	-0.1	-11.7	-4.6	CN(C)c1ccc(CN2CCC(C(=O)NC(c3ccc(F)cc3)c3ccc4ccccc4n3)CC2)cc1 (centres undefined)
-14.9	-1.0	-0.1	-0.3	-0.7	1.8	-3.6	-10.5	6.5	5.0	CCC(=O)NC(c1cc(Cl)c2ccccc2c1O)C(C)C (centres undefined)
0.2	-2.8	-1.0	9.8	-0.5	-1.2	3.1	2.9	-9.2	-2.9	O=C(NCCC(=O)N1CCCC(C(F)(F)F)C1)c1ccccc1Cl (centres undefined)
3.1	-5.7	2.2	-4.5	-0.2	2.2	-0.6	-1.0	-0.5	-3.0	Cn1c(=O)c2c(nc(N3CCCCC3)n2CCNC2=NCCC2)n(C)c1=O
1.9	3.0	3.9	-0.1	-0.6	3.6	-12.6	0.3	-0.5	0.7	CCCS(=O)(=O)N1CCCC(C(=O)NCCCN2CCCC2=O)C1 (centres undefined)
-5.7	-3.1	-1.4	-5.7	0.2	0.2	4.3	0.6	3.7	-3.8	COC(=O)Cc1ccc(NC(=S)NNC(=O)C2CC2)cc1
-4.7	1.4	0.7	-1.9	2.4	1.1	-0.9	-0.7	-0.1	-1.1	O=C(CSc1nc(C2CC2)nc2ccccc12)Nc1ccccc1
-0.6	-1.3	1.6	-0.6	-1.4	-0.6	2.6	-2.8	4.8	8.2	COc1ccc(-c2[nH]n(-c3ccc([N+](=O)[O-])cc3)c(=O)c2C=NCc2ccc(F)cc2)cc1
16.0	-3.6	-1.8	4.4	-1.8	1.0	9.7	10.2	7.8	-0.6	CCN(CC)c1ccc(/C=N/NC(=S)NCc2ccco2)cc1
4.8	-1.3	8.8	0.0	-0.1	6.7	-8.1	-1.7	-12.5	0.8	COc1ccc(S(=O)(=O)Nc2ccccn2)cc1C(=O)Nc1ccccc1
7.3	0.0	-3.2	6.5	1.2	-3.0	10.8	5.4	6.1	1.2	COc1ccc(C(=O)NN/C(C)=C/C(=O)C(F)(F)C(F)(F)C(F)(F)F)cc1
-3.0	-2.0	4.8	6.7	0.7	-4.7	-2.0	-30.2	3.9	-3.6	NC(=O)NC(=O)CSc1nc2sc(-c3ccccc3)cc2c(=O)n1-c1ccccc1

Five compounds out of the list, sorted by length of the SMILES, rising:
HTRA1 inh	LEDGF integ inh	UHRF1 binding	TCR-CD3 inh	PG9 Ab binder	PRMT1 FP inh	ABHD4 inh	SIAE primary	TDP2 inh	Tn7 DDE FP	mol
6.0	0.0	-1.4	2.7	-1.1	0.0	1.8	0.5	-16.4	-3.3	O=C1NCCCC1C(=O)N/N=C/c1ccccc1 (centres undefined)
-4.0	0.2	1.9	1.7	2.9	4.7	3.7	-8.8	-0.1	1.5	Cc1cccc2c(=O)cc(C)n(CC(N)=O)c12
5.0	3.0	1.5	-4.4	-1.4	-3.2	-0.8	0.9	-6.7	0.1	CCOc1ccc2nc(N3C(=O)/C(=C/c4ccccc4)NC3=S)sc2c1
3.1	-5.7	2.2	-4.5	-0.2	2.2	-0.6	-1.0	-0.5	-3.0	Cn1c(=O)c2c(nc(N3CCCCC3)n2CCNC2=NCCC2)n(C)c1=O
-29.7	-3.6	1.5	-2.6	-1.6	3.9	-7.7	-0.7	-2.3	2.3	O=C(NC1CCCC1)C(c1ccsc1)N(Cc1ccccc1)C(=O)Cc1cccs1 (centres undefined)

Next results.
HTRA1 inh	LEDGF integ inh	UHRF1 binding	TCR-CD3 inh	PG9 Ab binder	PRMT1 FP inh	ABHD4 inh	SIAE primary	TDP2 inh	Tn7 DDE FP	mol
-3.2	4.2	-3.4	4.1	-2.2	-1.2	2.6	2.4	0.7	-2.4	CCOc1cc(/C=C2\C(=O)ON=C2C)ccc1OCc1ccccc1
6.9	-0.5	-1.6	11.2	0.0	1.4	-1.8	1.5	13.8	1.8	CCN(Cc1ccccc1)C(=O)c1oc2ccc(S(=O)(=O)N3CCOCC3)cc2c1C
-4.6	-1.8	-2.5	0.1	-4.7	1.4	-8.4	4.4	7.0	2.8	C=CCNC(=O)N1CCCC(C(=O)c2cccc(Cl)c2)C1 (centres undefined)
-2.9	4.8	-1.7	1.9	-2.0	1.1	-5.7	1.5	0.1	0.5	Cc1ccc(S(=O)(=O)NC(=O)c2ccccc2C)cc1
·	2.7	-0.8	-1.9	-0.3	-2.2	-9.6	-11.0	8.5	5.9	COc1ccc(C(=O)Nc2ccccc2C(=O)N/N=C/c2ccccn2)cc1OC
-18.2	4.6	2.2	-2.7	0.8	-1.4	-4.7	2.2	-1.1	-14.5	Cc1ccc(C2CC(C(F)(F)F)n3nc(C(=O)NCc4ccco4)cc3N2)cc1 (centres undefined)
-5.2	1.6	-1.8	1.7	-1.1	-2.4	-4.0	-1.0	5.7	-5.0	CCc1cc2c(=O)c(Oc3ccccc3)c(C)oc2cc1O
-1.5	-1.0	5.5	-6.2	-2.8	5.8	-11.6	-5.2	-20.2	2.0	O=C(O)CCCCCNc1nc2ncn(Cc3ccccc3)c2c(=O)[nH]1
